# Screens: PubChem, several laboratories
# BoNT A protease = inhibitors of Botulinum neurotoxin A light chain protease. multiplex microsphere protease substrate cleavage, flow cytometry. inhibition, % at 10 µM. 360,000 compounds, 0.17% hits. AID 588499; note: plate controls were buffer without enzyme for full effect and enzyme alone for no effect
# PrPC surface inh = cell surface PrPC inhibition, primary TR-FRET screen; TR-FRET read-out; 370,000 compounds, 0.43% hits; inhibition, % at 13.8 µM; in the data active = inhibition above about 24%; note: 0% = median of the test wells and 100% = reference compound wells
# SARS 3CLpro inh = SARS-CoV 3CLpro protease inhibition; P0C6X7; recombinant SARS-CoV 3CLpro, quenched FRET peptide cleavage; inhibition, % at 6 µM; 290,000 compounds, 0.14% hits; AID 1706; in the data active = inhibition above about 12%
# Rv3671c inh = inhibits the M. tuberculosis serine protease Rv3671c; 320,000 compounds, 0.048% hits; P9WHR9; inhibition, % at 5.96 µM; AID 2606; in the data active = inhibition above about 38%;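 note: extracellular domain of Rv3671c used as enzyme; 0% = enzyme with DMSO and 100% = no enzyme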
# MazEF act = increases E. coli MazEF RNase cleavage of RNA; P0AE70; FAM/BHQ RNA-DNA oligo cleavage fluorescence, 5 h; activation, % at 20 µM; 350,000 compounds, 0.32% hits; AID 504720; in the data active = activation above about 50%
# Target sequence (P0AE70 whole entry, looked up): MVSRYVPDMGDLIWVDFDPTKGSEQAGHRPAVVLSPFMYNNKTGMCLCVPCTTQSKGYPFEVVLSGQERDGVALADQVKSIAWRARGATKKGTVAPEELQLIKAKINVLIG
# VHR inh abs = DUSP3 (human) phosphatase inhibition. 290,000 compounds, 0.52% hits. recombinant VHR phosphatase, pNPP absorbance. inhibition, % at 13.3 µM. AID 1654. P51452; in the data active = inhibition above about 50%; note: some compounds called inactive have numbers as strong as hits
# Target sequence (P51452 whole entry, looked up): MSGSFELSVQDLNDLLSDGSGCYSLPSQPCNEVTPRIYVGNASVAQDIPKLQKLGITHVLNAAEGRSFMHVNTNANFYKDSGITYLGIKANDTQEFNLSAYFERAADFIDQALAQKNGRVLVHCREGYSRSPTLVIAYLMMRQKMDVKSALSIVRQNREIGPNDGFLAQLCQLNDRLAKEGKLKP
# BoNT-F LC inh = BoNT F light chain protease inhibition; AID 588497; 360,000 compounds, 0.22% hits; inhibition, % at 10 µM; Multiplex microsphere protease cleavage assay, flow cytometry; in the data active = inhibition above about 35%, passing the limit was not always enough; inconclusive = no clear call, values can overlap the other calls; note: plate controls were buffer without enzyme for full effect and enzyme alone for no effect
# SSB-PriA inh = K. pneumoniae PriA-SSBct interaction inhibition; AlphaScreen SSBct-PriA binding, biotinylated peptide; inhibition, % at 33 µM; 430,000 compounds, 0.6% hits; AID 1272365; in the data active = inhibition mostly above about 37%, no sharp cut-off; inactive = mostly below about 20%;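 note: plate controls were negative control peptide for no effect and reference peptide for full effect; strong numbers were not always called active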
# CCHFV vOTU inh = blocks the CCHF virus ovarian tumor domain protease; 370,000 compounds, 0.55% hits; inhibition, % at 11.5 µM; AID 651958; CCHFV vOTU protease, Pep-AMC fluorescence; in the data active = inhibition above about 30%; note: 0% = vehicle wells with enzyme and 100% = no enzyme wells
# Anthrax LF prot = blocks Bacillus anthracis lethal factor protease | AID 588501 | multiplex microsphere protease cleavage assay, LF | inhibition, % at 10 µM | 360,000 compounds, 0.12% hits; note: plate controls were buffer without enzyme for full effect and enzyme alone for no effect
# Target sequence (P15917 whole entry, looked up): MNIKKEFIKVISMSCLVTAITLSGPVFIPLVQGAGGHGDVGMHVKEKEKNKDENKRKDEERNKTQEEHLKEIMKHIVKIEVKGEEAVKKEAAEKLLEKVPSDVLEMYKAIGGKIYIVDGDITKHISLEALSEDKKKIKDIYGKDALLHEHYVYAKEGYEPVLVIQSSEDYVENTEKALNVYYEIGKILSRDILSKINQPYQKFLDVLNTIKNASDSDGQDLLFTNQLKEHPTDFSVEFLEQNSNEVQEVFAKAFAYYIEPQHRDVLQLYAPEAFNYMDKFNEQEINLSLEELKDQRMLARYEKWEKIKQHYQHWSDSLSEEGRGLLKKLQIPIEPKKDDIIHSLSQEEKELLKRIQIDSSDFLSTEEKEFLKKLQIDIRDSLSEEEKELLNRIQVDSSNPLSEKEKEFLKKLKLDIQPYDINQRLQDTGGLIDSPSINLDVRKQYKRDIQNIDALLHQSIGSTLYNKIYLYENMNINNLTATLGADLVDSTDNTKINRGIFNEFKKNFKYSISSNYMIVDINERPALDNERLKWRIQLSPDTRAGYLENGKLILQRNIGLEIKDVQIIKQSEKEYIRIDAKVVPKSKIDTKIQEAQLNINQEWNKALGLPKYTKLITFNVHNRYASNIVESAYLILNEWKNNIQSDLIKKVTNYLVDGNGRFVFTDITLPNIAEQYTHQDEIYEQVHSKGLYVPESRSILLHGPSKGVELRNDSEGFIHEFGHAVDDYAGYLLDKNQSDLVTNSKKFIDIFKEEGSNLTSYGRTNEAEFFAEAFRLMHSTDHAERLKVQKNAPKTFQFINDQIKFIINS
# Numbers without * were called inactive; i = inactive; ? = inconclusive; / = not tested or not shown. Cut-off read from the data, not from the text of the source, unless noted: active = inhibition above about 30%; inconclusive = no clear call, values can overlap the other calls; inactive = below that. A portion of the library. The share of hits here may be higher or lower than overall.
# Order of results – BoNT A protease, PrPC surface inh, SARS 3CLpro inh, Rv3671c inh, MazEF act, VHR inh abs, BoNT-F LC inh, SSB-PriA inh, CCHFV vOTU inh, Anthrax LF prot
Cc1ccc(C)c2[nH]c(=O)c(CN(CC3CCCO3)S(=O)(=O)c3ccc4c(c3)OCCO4)cc12 (centres undefined)
  -0.3, 1.8, -0.8, -8.5, -3.2, 6.0, -3.3, -15.5, -6.8, -3.7
CCCc1cc(C(=O)OC)c2ccccc2n1
  -0.2, 6.0, 1.4, -6.9, -6.7, 0.5, -1.2, -8.6, -2.2, 1.3
O=CN(Cc1ccccc1)c1cc([N+](=O)[O-])ccc1OCc1ccccc1
  -0.4, -4.6, /, /, 7.2, /, -19.7, -6.7, 1.4, -15.3
Clc1nnc(N/N=C/c2ccccc2)c2ccccc12
  -2.8, -99.9, -0.1, -5.5, 5.8, 16.6, -3.3, /, -3.7, -4.6
CCn1c(CSc2ncccn2)nnc1SCC(=O)N1CCc2ccccc21
  0.0, 7.4, -3.6, -9.0, 0.4, 18.7, 4.2, -3.6, 15.3, -0.5
Cc1ccc(S(=O)(=O)N2CCC(C(=O)NC3CCCCC3C)CC2)cc1 (centres undefined)
  -1.1, 1.5, -0.1, 0.1, -1.4, 34.8, 9.6, -8.9, -1.4, -1.6
Cc1occc1C(=O)N/N=C/c1ccc(-c2ccccc2)cc1
  -1.4, 13.1, -6.3, -25.9, 9.5, 10.1, -4.1, /, 6.6, -2.2
COc1ccc(NC(=O)c2ccc(NCCN3C(=O)CCC3=O)c([N+](=O)[O-])c2)cc1
  -1.3, -31.5, 0.3, 1.4, 6.6, 19.1, 2.8, -20.0, 8.4, -4.2
Cn1c(Cn2c(=O)sc3ccccc32)nnc1SCc1ccccc1
  0.0, -8.2, 1.8, -17.2, 1.0, 17.8, -2.5, -11.8, -1.2, -0.8
O=C(NCCN1CCOCC1)c1ccc(Cl)c(S(=O)(=O)N2CCCCC2)c1
  -1.8, 0.8, 2.6, 3.6, -4.6, -6.9, -15.2, -0.4, 17.2, -1.3
O=C(O)CCNC(=O)c1ccc(NC(=O)Cc2ccc(Cl)cc2)cc1
  -0.8, -5.9, 4.8, 0.7, 1.9, 22.3, -0.1, -17.6, -11.8, 3.4
Cc1ccc(-c2cc(NC(=O)c3ccccc3[N+](=O)[O-])n[nH]2)cc1
  -0.4, -13.9, 15.7*, -10.5, 6.5, -7.4, -3.8, 5.9, -9.2, -9.2
COC(=O)c1csc(C2OC(CO)C(O)C2O)n1 (centres undefined)
  -0.4, 0.7, /, /, 3.4, /, 1.6, /, -0.7, 0.0
COc1ccc(CN2C(=O)c3ccccc3C2C(=O)NC2CCC(C)CC2)c(OC)c1 (centres undefined)
  -0.9, 5.5, -1.5, 0.7, 10.2, 49.8, 1.3, -6.9, -3.4, 1.5
O=C(Nc1ccc2c(c1)CCC2)c1cc(S(=O)(=O)Nc2ccc(F)cc2)c(Cl)cc1Cl
  -0.5, -8.2, -1.2, -42.5, 1.8, 8.2, -7.5, -6.5, -7.0, -6.1
CN(C(=O)c1cccnc1)c1nnc(-c2cccnc2)s1
  2.3, 3.3, -2.4, 5.5, 13.9, 22.5, 11.9, -13.5, 0.0, -0.4
O=C(O)C1C2C=CC3(CN(CC(O)COc4ccccc4)C(=O)C13)O2 (centres undefined)
  -1.1, -2.9, 6.4, 6.0, 7.2, -2.7, -0.2, -8.8, -3.3, 0.4
Cc1cccc(C(=O)N[C@H](C(=O)Nc2cccc(S(=O)(=O)N3CCCC3)c2)C(C)C)c1
  -0.4, 15.0, 2.7, -6.5, 9.1, 0.8, 1.3, 2.6, 16.1, 5.4
Cc1ccc(Cl)cc1NC(=O)c1ccc(CSc2nnnn2C)cc1
  -0.1, 7.1, -5.7, 0.8, 0.5, 18.8, -4.0, -23.3, 4.2, 3.2
O=c1[nH]ncc(N2CCN(Cc3ccccc3)CC2)c1Cl
  1.8, -0.4, 3.8, -0.7, -3.2, 29.3, 3.1, -8.2, -4.9, -3.2
COc1cc(-c2nnc(Cn3cc(C(F)(F)F)ccc3=O)o2)cc(OC)c1OC
  0.9, -5.6, 5.4, 1.7, 6.0, 11.9, 5.3, -4.9, -9.5, 11.3
Cc1ccsc1-c1nc(CN(C)C(C2CC2)C2CC2)c(C)o1
  0.5, -4.5, 3.7, 0.2, 0.8, 6.5, 0.0, 1.8, 4.6, -8.8
COc1cc(/C=C2/C(=N)N3C(=NC2=O)SN=C3S(=O)(=O)C(C)C)ccc1OC(=O)c1ccco1
  /, 0.9, 1.0, -0.3, 45.4, 16.6, /, -0.3, 2.7, /
COc1ccccc1COC(=O)c1ccc(S(=O)(=O)N2CCOCC2)cc1
  -0.8, 2.6, /, -2.1, -4.6, /, -3.3, -35.5, 1.9, -2.0
O=C(Nc1ccc(N2CCOCC2)cc1)NC1CCCCC1
  0.4, 0.4, -6.3, -8.5, -0.1, 14.3, -7.1, -9.3, -9.8, -2.5
CC/C(CC(c1ccccc1)c1c(O)c2ccccc2oc1=O)=N\NC(N)=S (centres undefined)
  -0.2, -5.1, -7.9, 1.6, 7.0, -1.5, -1.1, /, 7.1, 0.8
O=c1cc(N2CCCC2)c(-c2ccccc2)n[nH]1
  -0.5, -1.8, 0.3, 5.5, 5.9, -8.2, 4.3, 1.0, 4.6, 1.4
CNc1ccc(Br)cc1C(O)c1ccccc1 (centres undefined)
  ?, -1.1, 5.8, 1.6, -19.3, 17.2, ?, -1.8, 8.5, 4.3
O=C(Cc1ccc(-n2c(=O)[nH]c3ccccc3c2=O)cc1)N1CCN(c2ccccc2)CC1
  0.9, -1.1, 7.8, 2.0, 6.5, -5.4, -7.3, -6.3, 0.8, -0.4
CCN1CCN(CCCNC(=O)c2ccc3c(c2)N(Cc2ccccc2)CCS3)CC1
  -0.8, 3.1, 4.1, -0.5, 23.5, -0.7, -3.9, 27.9, -166.9, -1.7
Cn1c(SCC(=O)N2CCN(c3ccccc3)CC2)nnc1-c1cc2ccccc2o1
  -2.6, -3.5, -1.2, 3.1, -4.7, 20.4, -1.9, -23.8, -0.3, -9.8
Cc1cc(Cl)ccc1OCC(=O)NNC(=O)c1ccco1
  0.8, -2.2, 4.0, 7.9, -10.8, -9.5, 7.2, -12.8, 14.5, -1.3
OCC[C@H]1C[C@H](O)[C@@H](O)[C@@]2(CCc3ccccc3CO2)O1
  -0.3, -3.0, /, 10.4, 4.0, /, 0.9, -2.2, 1.8, 1.5
COc1ccc(CN(C(=O)c2snc(C(N)=O)c2N)C(CC(C)C)C(=O)NC2CCCCC2)cc1 (centres undefined)
  -2.1, -1.9, 9.0, -3.7, 4.8, 25.5, 1.0, 0.8, 11.7, 8.7
COc1ccc(C(=O)Nc2ccc3oc(-c4cccc(Cl)c4)cc(=O)c3c2O)cc1
  0.3, 3.2, /, -35.8, 3.9, 22.0, -2.8, 5.8, -5.2, -4.7
CC(C)(C)c1nn2cnnc2n(/N=C/c2cccc3ccccc23)c1=O
  -0.3, -4.0, -3.5, -2.2, 8.9, 16.4, -0.8, /, -1.2, 0.0
CC(C)(/C=N/NC(=O)CSCc1ccc(Cl)cc1)CCC#N
  -0.1, 1.7, 2.2, 6.2, 2.3, -3.6, -0.6, /, -19.6, -1.0
Cc1ccc(N=Cc2cc(Cl)cc(Cl)c2O)nc1
  3.5, 6.3, 0.2, 6.0, 8.4, -1.5, 34.6*, -10.6, 6.0, -1.3
Cc1nn(CC(=O)NCCCN2CCCC2)c(=O)c2nn(-c3ccccc3)c(C)c12
  1.6, 9.0, 3.6, -6.3, 6.3, 7.3, -1.3, -11.1, -5.5, -1.2
COCCn1nnnc1C(c1ccccc1)N1CCN(c2ccccc2)CC1 (centres undefined)
  -1.0, 4.9, 0.1, 3.2, -5.1, 8.9, -10.6, -2.2, -4.2, -5.8
CCCN(C(=O)c1cccc(-n2cccc2)c1)c1c(N)n(Cc2ccccc2)c(=O)[nH]c1=O
  -5.8, 9.6, /, -0.9, -1.2, /, -6.1, 8.4, 9.6, -2.9
Cc1ccc(C(=O)N/N=C/c2cn(Cc3ccccc3)c3ccccc23)cn1
  ?, 15.6, 5.5, 0.9, 4.7, 32.8, /, i, -7.0, -10.2
N=c1sccn1CC(=O)N1CCc2ccccc21
  -0.1, -0.8, 4.1, -0.6, 4.4, 0.0, ?, -13.2, 5.3, 0.7
Nc1ccc(C#Cc2ccccc2)cc1
  ?, 1.1, 4.3, -2.1, -2.6, 16.8, 1.2, -4.3, 2.2, 1.3
Cn1c(=O)n(C)c2cc(C(=O)Nc3ccc4c(c3)OCO4)ccc21
  0.7, -5.8, 1.4, 3.7, -0.1, -8.6, -6.8, -2.1, 1.8, -1.6
COc1ccccc1C(CNC(=O)c1cccc(S(=O)(=O)Nc2ccc(C)cc2)c1)N1CCCC1 (centres undefined)
  -12.0, -11.4, /, -0.7, 7.2, /, 1.8, 1.5, -1.9, -2.5
CCNC(=S)N1CCN(CC)CC1
  0.1, 0.9, 6.7, 2.2, 8.3, 10.6, 1.9, -6.1, 2.6, -0.7
Cc1c(CCOC(=O)CC23CC4CC(CC(C4)C2)C3)sc[n+]1CC(=O)c1ccc(Br)cc1
  0.4, 0.6, 0.2, 2.9, 27.2, 0.1, 5.0, 8.5, 2.4, -3.0
O=S1(=O)C[C@@H](N2CCCC2)[C@H](COCc2ccccc2)N1
  0.1, -5.7, /, /, /, /, -0.7, /, 2.3, 2.5
O=C1CSC2=NCN(c3ccccc3)CN12
  0.7, -1.6, 0.9, 4.4, 0.4, -18.1, 20.4, 13.1, 2.8, -3.3
CCC1(c2ccccc2)C(=O)N(C)C(=O)N(C)C1=O
  0.0, 2.4, 3.2, -2.0, -4.2, -3.4, -2.3, -7.8, 2.5, -8.1
Fc1ccc(N2CCN(C(c3cccs3)c3nnnn3CCc3ccccc3)CC2)cc1 (centres undefined)
  -0.2, 1.8, 4.5, -0.6, 2.4, 35.8, 4.2, -17.4, 2.9, -0.7
CCOC(=O)CSCC(=O)N1N=C(c2cccs2)CC1c1ccc(F)cc1 (centres undefined)
  -0.7, -0.2, 1.0, 6.8, -7.8, 7.6, -3.9, -20.9, 13.3, -0.3
COc1cc(CC(=O)Nc2ncc(C)s2)cc(OC)c1OC
  -0.7, 3.9, -4.5, 0.5, -6.4, -0.5, -4.7, -17.3, 13.8, -2.3
O=C(c1ccccn1)c1ncc(C(F)(F)F)cc1Cl
  -0.5, -4.0, 2.9, -0.6, 3.0, 32.9, -3.3, -1.8, -8.9, 2.1
Clc1ccc(OCc2nn3c(C4CCCCC4)nnc3s2)c(Cl)c1
  -3.4, -1.1, 1.5, -1.5, -9.8, 21.3, -3.9, -0.4, 1.3, -1.0
COC(=O)N(C)C[C@@H]1OCc2ccccc2-c2c(n(C)c3ccccc23)C(=O)N([C@H](C)CO)C[C@@H]1C
  -0.1, -1.2, /, /, 11.8, /, -2.9, /, -3.5, -3.0
COc1cc(C(=S)N2CCOCC2)cc(Br)c1OS(=O)(=O)c1ccccc1
  -1.7, 5.8, 4.3, 4.9, 10.2, -1.9, 3.4, -5.4, 3.3, 4.4
Fc1ccc(C2CC(c3cccs3)=NN2C(=S)Nc2ccccc2)cc1 (centres undefined)
  28.2, -9.9, -1.4, -7.0, 4.8, 21.2, -3.4, 2.2, 3.7, 11.2
CC(=O)Nc1nc(N(C)C)nc(N(C)C)n1
  0.5, -0.7, -0.2, -1.3, 1.9, 0.9, 5.5, -9.8, 4.4, -1.0

# In a second layout: entries from further up.
compound | BoNT A protease | PrPC surface inh | SARS 3CLpro inh | Rv3671c inh | MazEF act | VHR inh abs | BoNT-F LC inh | SSB-PriA inh | CCHFV vOTU inh | Anthrax LF prot
COC(=O)N(C)C[C@@H]1OCc2ccccc2-c2c(n(C)c3ccccc23)C(=O)N([C@H](C)CO)C[C@@H]1C | -0.1 | -1.2 | / | / | 11.8 | / | -2.9 | / | -3.5 | -3.0
CCn1c(CSc2ncccn2)nnc1SCC(=O)N1CCc2ccccc21 | 0.0 | 7.4 | -3.6 | -9.0 | 0.4 | 18.7 | 4.2 | -3.6 | 15.3 | -0.5
